HIV fusion peptide – cell-free HIV fusion peptide-binding blockers – biochemical, uHTS, fluorescence dequenching, primary screen (AID 1986). cell-free peptide binding, fluorescence dequenching, 30 min; higher % means a stronger effect. one-dose inhibition, % at 20 µM; IC50 in µM for titrated hits. hit rate 0.3% among 290,000; in the data active = inhibition mostly above about 52%, no sharp cut-off; inactive = mostly below about 76%; also: some results filed as inactive read as strong as hits
Large T inhibition – TAg ATPase/helicase activity blockers – biochemical (AID 1903); SV40 large T antigen ATPase/helicase inhibition assay; higher % means a stronger effect; inhibition, % at 20 µM; hits with a dose series show IC50 in µM; hit rate 0.39% among 310,000; in the data active = a potency from the dose series; inconclusive = inhibition mostly from about 32% at the one dose, without a potency; inactive = the rest, 99 in 100 with inhibition below about 32%; also: strong numbers were not always called active
Rac1 GTP hydrolysis – MgcRacGAP GTPase-activating activity inhibitors, confirmation, biochemical, ADP Hunter fluorescence; MgcRacGAP-stimulated Rac1 GTP hydrolysis, ADP Hunter fluorescence; higher % means a stronger effect; GST-tagged Rac1 F28L mutant substrate; inhibition, % at 30 µM, or IC50 in µM where a hit was titrated; hit rate 0.6% among 340,000;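 active = first-screen hits whose inhibition reached a set limit at any dose in the follow-up dose series; inconclusive = inhibition above the set first-screen limit but never retested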;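 also: fluorescence reports GDP produced by GAP-driven GTP hydrolysis; strong numbers were not always called active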
KOR beta-arrestin-1 – KOR agonists, beta-arrestin recruitment, primary screen, cell-based, luminescence, uHTS (AID 1777); hit rate 0.02% among 280,000; activation, % at 10 µM; hits with a dose series show EC50 in µM; KOR beta-arrestin recruitment, luminescence; higher % means a stronger effect; in the data active = activation above about 50%, passing the limit was not always enough; also: a part of the inactive calls stands beside numbers as strong as those of hits
GPR55 LPI antagonism – GPR55 antagonists blocking LPI-driven arrestin recruitment, primary screen, imaging, U2OS, beta-arrestin-GFP, LPI agonist (AID 2013); U2OS GPR55 beta-arrestin-GFP translocation imaging, LPI antagonism; higher % means a stronger effect; one-dose inhibition, % at 10 µM; IC50 in µM for titrated hits; hit rate 0.13% among 290,000;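 active = spots per cell inhibited over 60%, with over 100 cells counted and total cytoplasm intensity under 500,000; inconclusive = wells with under 100 cells, flagged as likely toxic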;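 also: U2OS cells stably carrying GPR55 and arrestin-GFP stimulated by 5 µM LPI near EC80; imaged beta-arrestin-GFP aggregate spots per cell after agonist stimulation; plate controls were LPI-stimulated DMSO wells for no effect and DMSO wells without LPI for full effect; some results filed as inactive read as strong as hits; confirmed hits need IC50 under 10 µM and bright autofluorescent wells are also inconclusive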
NOD1 inhibition – inhibition of NOD1-driven NF-kB reporter – cell-based, luminescence, uHTS, primary screen (AID 1578). NOD1-driven NF-kB luciferase reporter cells, luminescence; higher % means a stronger effect. one-dose inhibition, % at 4 µM; EC50 in µM for titrated hits. hit rate 1% among 290,000; in the data active = inhibition mostly above about 36%, no sharp cut-off; inactive = mostly below about 34%;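 also: HEK-293T reporter cells stimulated with the NOD1 agonist gamma-tri-DAP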
KOR beta-arrestin-2 – kappa opioid receptor blockers – cell-based, luminescence, uHTS (AID 1778) | KOR beta-arrestin recruitment, luminescence, antagonist mode; higher % means a stronger effect | inhibition, % at 10 µM; hits with a dose series show IC50 in µM | hit rate 0.091% among 290,000; also: strong numbers were not always called active
HEK293 NOD2/NF-kB – NOD2 signaling inhibitors, cell-based, luminescence, uHTS, HEK293 (AID 1566) | inhibition, % at 4 µM, or EC50 in µM where a hit was titrated | HEK293 NOD2/NF-kB luciferase reporter, luminescence; higher % means a stronger effect | hit rate 0.63% among 290,000; also: many of its hits are not listed in these tables
GPR55 activation – selective activators of receptor GPR55 – imaging, U2OS cells, beta-arrestin-GFP redistribution, primary screen (AID 1961). U2OS GPR55 beta-arrestin-GFP redistribution imaging; higher % means a stronger effect. hit rate 0.048% among 290,000. activation, % at 10 µM, or EC50 in µM where a hit was titrated;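 active = activation above 40% with more than 50 cells counted in the well; inconclusive = wells holding fewer than 50 cells, flagged as toxic or sparse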;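 also: U2OS osteosarcoma cells stably expressing GPR55 and beta-arrestin-GFP; plate controls were DMSO negative control for no effect and LPI positive control for full effect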
Active calls of the source: *; ? = inconclusive; . = no result given; [ ] = remark or other dose. Rule as the data show it, unless noted: active = inhibition above about 50%; inactive = the rest. Some of the compounds tested, so the mix of outcomes need not match the whole.

SMILES	HIV fusion peptide	Large T inhibition	Rac1 GTP hydrolysis	KOR beta-arrestin-1	GPR55 LPI antagonism	NOD1 inhibition	KOR beta-arrestin-2	HEK293 NOD2/NF-kB	GPR55 activation
CC1Cc2ccccc2N1C(=O)COC(=O)CCc1nc2ccccc2c(=O)[nH]1 (configuration not stated)	-1.7%	2%	5%	-4.0%	5%	-29%	0%	14%	-0.1%
COc1ccccc1N1CCN(C(=O)CN(Cc2ccccc2)S(C)(=O)=O)CC1	-1.9%	5%	8%	-3.6%	1%	-16%	-10%	2%	-0.1%
COC(=O)c1ccccc1NC(=O)c1sc(Cl)nc1C	-0.8%	7%	6%	7.5%	-2%	20%	16%	7%	-0.2%
CC(OC(=O)c1cccc(NS(C)(=O)=O)c1)C(=O)Nc1ccc(N2CCOCC2)cc1 (configuration not stated)	3.0%	5%	9%	-1.8%	1%	-20%	-23%	-25%	-0.1%
Cc1csc(NC(=O)CCn2c(=O)oc3ccc(Cl)cc32)n1	1.0%	2%	13%	5.0%	6%	-24%	-35%	4%	-0.1%
CCn1cc(Br)c(-c2nc3ccccc3c(=O)n2N)n1	-0.1%	8%	-1%	3.4%	-6%	-18%	-2%	-6%	0.2%
Cc1cc(C(=O)c2ccccc2)c(NC(=O)CN2CCOCC2)s1	1.4%	12%	-22%	2.4%	10%	-12%	7%	21%	-0.3%
Cc1ccccc1C(=O)NNC(=O)/C=C/c1ccccc1	-0.5%	8%	11%	0.2%	-3%	-8%	-32%	1%	0.3%
CC(=O)c1ccc(OCC(=O)NCc2ccc(F)cc2)cc1	3.0%	20%	2%	1.7%	10%	-26%	-28%	6%	-0.2%
CC1(C)C(=O)Nc2ccccc2N1C(=O)COC(=O)COc1ccc(C#N)cc1	-1.5%	16%	7%	-0.8%	14%	-31%	16%	1%	-0.1%
COc1ccc(C(=O)Nc2ccc3nc(N4CCCCC4)cc(C)c3c2)c(OC)c1	1.0%	2%	.	1.8%	11%	-34%	-14%	30%	-0.2%
CCN(CC)CCOC(=O)c1cccc(Br)c1	-0.7%	22%	3%	3.1%	7%	1%	4%	6%	0.1%
COc1ccccc1Nc1cc(C)nc2c(C)ccc([N+](=O)[O-])c12	-1.3%	-1%	5%	-0.6%	14%	-17%	11%	6%	-0.1%
CN(C)c1nc(OCCNC(=O)COc2ccc(Cl)cc2Cl)nc(N(C)C)n1	0.6%	-3%	6%	0.0%	-12%	1%	-29%	-3%	-0.1%
CCNC1=C(Cl)C(=O)c2ccccc2C1=O	1.0%	17%	10%	1.3%	-18%	5%	26%	26%	0.3%
COc1ccc2c(c1)N1CCN=C1N2C	-1.0%	10%	15%	-3.8%	-3%	-3%	20%	7%	0.2%
Cc1nnc(NC(=O)CSc2nnc(CCNC(=O)c3ccccc3F)n2C)s1	2.5%	7%	1%	3.9%	-4%	0%	6%	-56%	1.0%
Cc1ccc(C)c(N2CCN(CCCNC(=O)Cn3cccc3C(=O)c3ccccc3)CC2)c1	-1.1%	?	14%	1.4%	10%	-22%	-55%	10%	-0.2%
O=C(Cc1ccccc1)Nc1ccc(C(=O)Nc2ccc(O)cc2)cc1	0.0%	19%	24%	2.7%	12%	-23%	0%	-22%	-0.1%
CCc1cccc(C)c1NC(=O)COC(=O)C(NS(=O)(=O)c1ccc(Cl)cc1)C(C)O (configuration not stated)	-0.4%	2%	7%	1.1%	0%	-27%	-20%	-2%	0.1%
O=C(CN1CCCCC1CO)c1ccc(OC(F)F)cc1 (configuration not stated)	-1.2%	-2%	-9%	0.8%	-16%	-34%	-9%	7%	-0.6%
COc1cccc(CNC(=O)CCn2c(=O)c3cccn3c3cccnc32)c1	0.7%	26%	7%	2.2%	-8%	-12%	-32%	11%	0.9%
CCn1c(SCC(=O)Nc2oc(-c3ccccc3)c(-c3ccccc3)c2C#N)nnc1-c1ccncc1	3.8%	11%	11%	4.2%	4%	18%	-36%	-14%	-0.1%
O=C(CN1CCN(c2ccc(F)cc2)CC1)Nc1ccc(-n2cnnn2)cc1	-1.9%	2%	2%	-6.4%	-14%	-7%	23%	19%	0.6%
O=C(C1CCC(CNS(=O)(=O)c2cccc3nsnc23)CC1)N1CCN(c2ccccn2)CC1 (configuration not stated)	0.7%	17%	3%	-5.7%	-8%	-1%	-11%	19%	0.1%
CCOC(=O)C1=C(C)N=c2s/c(=C3/C(=O)Nc4ccccc43)c(=O)n2C1c1ccc(C)cc1 (configuration not stated)	-5.3%	25%	14%	-4.2%	3%	33%	13%	-1%	0.4%
CCOC(=O)c1oc2nc(CC(C)C)c3c(c2c1N)CCC3	-4.3%	11%	8%	-0.5%	1%	0%	-17%	12%	0.1%
CN(C)CCOc1cccc(Cl)c1	1.0%	7%	20%	3.7%	3%	-12%	-9%	3%	-0.2%
Cc1ccc(C23CC4CC(CC(CC(=O)N5CCOCC5)(C4)C2)C3)cc1	2.1%	6%	3%	-9.9%	0%	-15%	17%	-6%	0.2%
CCOc1ccc(N2C(=O)CC(N3CCN(C(=O)CN4CCCC4)CC3)C2=O)cc1 (configuration not stated)	-0.8%	16%	7%	-6.1%	-12%	8%	-5%	10%	0.2%
N#Cc1nc(Cc2ccccc2)oc1NCc1ccccc1	0.8%	1%	7%	1.4%	14%	-6%	-8%	-8%	-0.3%
COCCN(C(=O)CC1C(=O)NCCN1CC(c1ccccc1)c1ccccc1)C(C)C (configuration not stated)	-1.5%	7%	1%	.	-12%	-14%	17%[20 µM]	-8%	-0.1%
O=C(C1CC1)N1CCc2cc(S(=O)(=O)NCCCN3CCCCC3)ccc21	1.5%	2%	10%	5.0%	-4%	-5%	-5%	18%	-0.1%
CCCC(=O)N1N=C(c2ccccc2)CC1c1cn(C)c2ccccc12 (configuration not stated)	-3.6%	21%	9%	6.7%	11%	0%	-21%	4%	-0.2%
COC(=O)C1=C(C)NC2=C(C(=O)CCC2)C1c1ccc(-c2ccsc2C(=O)OC)o1 (configuration not stated)	-0.9%	7%	0%	-4.5%	0%	4%	26%	21%	-0.2%
COc1ccc(C(CC(=O)O)N2Cc3ccccc3C2=O)cc1OC (configuration not stated)	-1.3%	4%	-3%	-3.4%	2%	-21%	8%	-2%	-0.1%
COc1ccc(N2C(=NC(=O)c3ccccc3)SC3CS(=O)(=O)CC32)cc1 (configuration not stated)	-0.1%	-1%	3%	2.2%	-13%	-24%	-38%	-11%	0.1%
COc1ccc(-c2nc(CN3CCC(C(=O)N4CCOCC4)CC3)c(C)o2)c(OC)c1	2.4%	11%	7%	2.1%	8%	-18%	-20%	-7%	-0.1%
O=C(OCC(=O)N1CCCCC1)c1c[nH]c(=O)[nH]c1=O	1.3%	3%	4%	-2.6%	7%	10%	14%	18%	-0.1%
COc1ccccc1N=C1SC(C)CN1C(=O)C1CCC1 (configuration not stated)	-0.2%	4%	.	4.3%	-5%	0%	-47%	6%	0.1%
O=C(OCCN=C1NS(=O)(=O)c2ccccc21)C1CC(=O)N(c2ccc3ccccc3c2)C1 (configuration not stated)	-2.2%	13%	2%	-7.3%	-3%	26%	6%	-11%	-0.1%
COc1ccc(/C(N)=N/OC(=O)C2CCCCC2)cc1	0.7%	13%	9%	-2.7%	10%	-66%	-2%	-31%	0.0%
Cc1nc2ccc(S(=O)(=O)NCC(=O)O)cc2s1	-1.8%	11%	13%	1.3%	19%	-7%	8%	1%	-0.1%
COc1ccc(NC(=O)C(=O)NNC(=O)c2ccc(Cl)cc2Cl)cc1	3.0%	8%	5%	2.9%	19%	-17%	-12%	3%	0.0%
CCN(CC)C(=O)c1ccc(NS(=O)(=O)c2ccc(/C=C/C(=O)O)cc2)cc1	0.7%	10%	0%	-2.7%	-3%	-32%	-11%	9%	-0.1%
CCN(CC)S(=O)(=O)c1ccc(C(=O)NCc2ccc(C)cc2)cc1	-0.2%	3%	7%	-3.9%	-1%	-2%	20%	20%	-0.1%
COc1ccc(S(=O)(=O)n2nc(OC(=O)C3CCCCC3)cc2N)cc1	-0.1%	13%	8%	3.1%	2%	0%	-31%	-17%	-0.2%
NC(=O)CC(NC(=O)Cc1ccc(Cl)cc1)c1ccc(NC2CCCCCC2)c([N+](=O)[O-])c1 (configuration not stated)	1.4%	2%	6%	2.9%	10%	10%	-31%[20 µM]	-2%	-0.2%
O=c1c2ccccc2nc(-c2ccccc2)n1Cc1ccco1	29%	4%	3%	-0.2%	10%	-19%	17%	6%	-0.2%
CCCn1nnc(NC(=O)c2sc3ccccc3c2Cl)n1	-1.0%	-2%	1%	-4.2%	4%	-23%	31%	-41%	-0.1%

Taken from above.
GPR55 LPI antagonism result of O=C(OCCN=C1NS(=O)(=O)c2ccccc21)C1CC(=O)N(c2ccc3ccccc3c2)C1 (configuration not stated) is entered as -3%
GPR55 activation result of COc1ccc(NC(=O)C(=O)NNC(=O)c2ccc(Cl)cc2Cl)cc1 is entered as 0.0%

More compounds
SMILES	HIV fusion peptide	Large T inhibition	Rac1 GTP hydrolysis	KOR beta-arrestin-1	GPR55 LPI antagonism	NOD1 inhibition	KOR beta-arrestin-2	HEK293 NOD2/NF-kB	GPR55 activation
CCN(CC)S(=O)(=O)c1ccc(NC(=S)NC(=O)C(C)C)cc1	-0.5%	4%	2%	17%	15%	7%	4%	14%	-0.3%
O=[N+]([O-])c1ccc(Oc2cccc(C(F)(F)F)c2)nc1	-0.8%	6%	10%	-1.2%	7%	-1%	47%	6%	-0.2%
COc1cnn(-c2ccccc2)c(=O)c1SCc1ccc(Cl)cc1Cl	-1.0%	7%	11%	2.5%	11%	-17%	-24%	0%	0.0%
Oc1ccc(Br)cc1-c1nc2cnccn2c1NC1CCCCC1	-1.2%	11%	6%	-2.5%	8%	45%	12%	38%	-0.1%
O=C(CCN1C(=O)C2CC=CCC2C1=O)Nc1cccc(Cl)c1 (configuration not stated)	-0.2%	18%	5%	3.5%	-1%	-17%	19%	-7%	0.7%
CCCNC(=S)NNC(=O)c1cc(-c2cccnc2)nc2ccccc12	-2.5%	13%	1%	1.1%	0%	-9%	10%	7%	0.2%
CCOC(=O)C1CCN(C(=O)c2cccc(C(=O)N3CCC(C(=O)OCC)CC3)c2)CC1	-0.8%	15%	-3%	4.4%	14%	7%	8%	12%	-0.2%
COc1cc(C(=O)NC2CC3CCCC(C2)N3CC(=O)Nc2ccccc2)cc(OC)c1OC (configuration not stated)	-1.2%	-3%	4%	-4.0%	-16%	4%	28%	12%	-0.1%
Cc1ccc2oc(=O)c3cnn(CC(=O)N(Cc4ccco4)C4CCCCC4)c3c2c1	-2.5%	2%	3%	6.8%	1%	-22%	22%	6%	-0.1%
CCCCC(=O)N=c1sc2cc([N+](=O)[O-])ccc2n1C	1.1%	7%	-8%	0.5%	8%	-28%	-2%	12%	0.1%
